TPT1 inhibitor: Candida albicans TPT1 enzyme inhibitors, primary screen, biochemical, fluorescence polarization. inhibition, % at 5 µM. recombinant caTPT1, FP RNA substrate dephosphorylation. 0.81% of 300,000 active;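 active = inhibition above the mean of all tested compounds plus 3 SD, set per screening campaign, cut at about 24% in these data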;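 also: plate controls were DMSO alone for no effect and ferristatin control at 100 nM for full effect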
procasp3 activ: activators of human procaspase-3 D3A mutant, primary screen, biochemical, absorbance, PC-3 D3A mutant, single concentration; Caspase-3 (Homo sapiens), P42574; recombinant procaspase-3 D3A, Ac-DEVD-pNA absorbance 405 nm; activation, % at 8.5 µM; 0.11% of 330,000 active;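 active = activation above the mean of all tested compounds plus 3 SD, cut at about 21% in these data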;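 also: 0% = DMSO alone and 100% = DMSO wells spiked with extra 5 µM PC-3 D3A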
Target sequence (P42574 whole entry D9A/D28A/D175A): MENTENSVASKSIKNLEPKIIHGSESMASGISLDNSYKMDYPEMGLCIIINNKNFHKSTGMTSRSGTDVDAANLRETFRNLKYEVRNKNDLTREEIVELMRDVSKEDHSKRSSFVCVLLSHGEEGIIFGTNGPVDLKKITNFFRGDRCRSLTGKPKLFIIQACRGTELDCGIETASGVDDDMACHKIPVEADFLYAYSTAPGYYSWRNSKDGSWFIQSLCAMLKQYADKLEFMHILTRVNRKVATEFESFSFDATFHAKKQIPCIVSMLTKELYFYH
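Evaluation: percent activation relative to control range; Material: Procaspase-3 D3A mutant, all three cleavage aspartates alanine; Compound: single dose, 8.5 µM nominal compound, 0.8% DMSO; Replication: one well per compound; Signal: absorbance at 405 nm, 0 and 120 min; Schedule: 1 h preincubation plus 2 h reaction at 25 °C.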
procasp7 counter: procaspase-7 activators, primary screen, counter-screen for procaspase-3 activator project, biochemical, absorbance, HTS, human; recombinant procaspase-7, Ac-DEVD-pNA absorbance 405 nm; D23A/D198A/D206A triple mutant, cannot self-cleave; scale: DMSO 0, 5 µM enzyme 100; Caspase-7 (Homo sapiens), P55210; 0.093% of 330,000 active; activation, % at 8.5 µM;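 active = percent activation above the screen-wide mean plus 3 SD, cut at about 25% in these data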
Target sequence (P55210 whole entry D23A/D198A/D206A): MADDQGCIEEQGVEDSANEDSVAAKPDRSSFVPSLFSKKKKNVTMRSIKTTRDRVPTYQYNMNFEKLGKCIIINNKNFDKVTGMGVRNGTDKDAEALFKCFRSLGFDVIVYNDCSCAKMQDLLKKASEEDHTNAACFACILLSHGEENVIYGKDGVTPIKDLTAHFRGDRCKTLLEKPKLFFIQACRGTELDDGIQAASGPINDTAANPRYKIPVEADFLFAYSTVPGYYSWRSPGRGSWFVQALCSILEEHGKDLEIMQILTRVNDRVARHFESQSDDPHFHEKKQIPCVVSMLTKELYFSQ
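Assay system: Uncleavable procaspase-7 mutant enzyme / Input: 2 µM procaspase-7 mutant as dispensed / Dosing: single nominal 8.5 µM compound dose, 0.8% DMSO final / Timing: 1 h enzyme–compound preincubation and 2 h substrate reaction, both 25 °C / Detection: p-Nitroaniline absorbance at 405 nm, read at 0 and 120 min / Replication: singlicate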
PAFAH2 FP inh: PAFAH2 enzyme inhibitors, primary screen, biochemical, fluorescence polarization, human | recombinant PAFAH2, FP-rhodamine activity probe | inhibition, % at 3.39 µM | 0.99% of 340,000 active;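 active = inhibition above the mean over all tested compounds plus 3 SD, cut at about 30% in these data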;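 also: inhibitors block probe labeling of enzyme so polarization drops; 0% = enzyme with DMSO and 100% = wells lacking PAFAH2 protein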
PP5 inh: PP5 phosphatase inhibitors, primary screen, biochemical, fluorescence; Serine/threonine-protein phosphatase 5 (Homo sapiens), P53041; purified PP5c, OMFP substrate fluorescence; inhibition, % at 6.7 µM; 0.18% of 320,000 active;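 active = inhibition above the campaign's mean inhibition across all tested compounds plus 3 SD, cut at about 9.5% in these data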;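 also: 0% = DMSO only and 100% = 100 µM cantharidin control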
Fh CTSL1 inh: Fasciola hepatica cathepsin L1 inhibitors, primary screen, counter-screen for PFM18AAP inhibitor project, biochemical, QFRET, fluorogenic peptide substrate. AID 1906, 2009. recombinant F. hepatica cathepsin L1, Z-Leu-Arg-MCA fluorescence. inhibition, % at 5.96 µM. 0.49% of 300,000 active;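 active = inhibition above the mean of all tested compounds plus 3 SD, set per screening campaign, cut at about 17% in these data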;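 also: 0% = plate median of test compound wells and 100% = 1 µM Z-Phe-Ala-diazomethylketone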
PP1 counter: PP1-alpha phosphatase inhibitors, primary screen, counter-screen for PP5 inhibitor project, biochemical, fluorescence, OMFP substrate, single point; Serine/threonine-protein phosphatase PP1-alpha catalytic subunit (Homo sapiens), P62136; purified PP1alpha; inhibition, % at 6.7 µM; 0.9% of 320,000 active;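 active = inhibition above the mean inhibition of all tested compounds plus 3 SD, computed separately for each screening campaign, cut at about 15% in these data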
Target sequence (P62136 whole entry, looked up): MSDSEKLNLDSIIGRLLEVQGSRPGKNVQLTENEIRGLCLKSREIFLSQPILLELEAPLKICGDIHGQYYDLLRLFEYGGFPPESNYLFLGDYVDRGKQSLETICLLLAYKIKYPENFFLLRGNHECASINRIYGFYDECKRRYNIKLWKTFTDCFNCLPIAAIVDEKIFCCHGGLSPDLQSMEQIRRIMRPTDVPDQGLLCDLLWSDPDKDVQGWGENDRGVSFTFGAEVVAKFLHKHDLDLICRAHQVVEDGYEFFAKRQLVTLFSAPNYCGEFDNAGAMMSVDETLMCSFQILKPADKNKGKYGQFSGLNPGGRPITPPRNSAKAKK
AHR activator: AHR activators, primary screen, cell-based, luminescence, luciferase reporter, human | AID 2796, 2010 | AHR-responsive luciferase reporter cells | Aryl hydrocarbon receptor (Homo sapiens), P35869 | 2.5% of 320,000 active | activation, % at 5 µM; in the data active = activation above about 47%;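 also: 0% = vehicle wells and 100% = reference agonist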
HCV core dimer: inhibitors of HCV core protein dimerization, primary screen, biochemical, TR-FRET, high-throughput. TR-FRET GST/Flag-core106 dimerization, 1536-well. inhibition, % at 5 µM. 0.33% of 300,000 active. AID 1899, 2009;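 active = inhibition above the mean of all tested compounds plus 3 SD, set per screening campaign, cut at about 45% in these data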
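Assay system: tagged HCV core106 pair (GST and Flag); medium: KF-containing HEPES buffer, pH 7.45, DTT, CHAPS, BSA; also added: Eu donor and XL665 acceptor anti-tag antibodies; dosing: 5 µM single dose; timing: compound-protein-antibody incubation 4 h at 22.5 °C; signal: TR-FRET 671 and 617 nm emission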
* = called active by the depositor; / = no result given.

SMILES	TPT1 inhibitor	procasp3 activ	procasp7 counter	PAFAH2 FP inh	PP5 inh	Fh CTSL1 inh	PP1 counter	AHR activator	HCV core dimer
CC(NC(=O)c1ccccc1Cl)C1CC2CCC1C2 (stereo not drawn)	4	3	0	2	0.1	1	2	0	-14
Cc1ccc(OCC(=O)NCc2cccnc2)cc1	-1	3	7	-3	-1.7	0	-1	6	-1
COc1ccc(C2CC(c3ccco3)n3ncnc3N2)cc1 (stereo not drawn)	-4	-3	8	5	1.7	-3	-4	-3	-1
COc1cccc(NC(=O)c2sc3ncn(CC(=O)N4CCN(c5ccccn5)CC4)c(=O)c3c2C)c1	0	-3	-9	6	0.2	3	0	-1	11
COc1ccc(N2CCN(c3ccc(NC(=O)C4CCCCC4)cc3C#N)CC2)cc1	4	15	0	9	0.2	1	-1	-3	15
CCCCCN(C(=O)CCCSc1nncs1)c1c(N)n(CCCC)c(=O)[nH]c1=O	-1	-3	5	-1	-2.2	-3	-1	-1	2
CCOc1ccc(NC(=O)CNC(=O)c2cn(-c3ccccc3OC)c(=O)c3ccccc23)cc1	-3	10	-7	-2	-1.4	3	-1	-1	1
CCN(CC)c1ccc(/C=C(/C#N)c2nc3ccccc3[nH]2)c(OC(C)C)c1	163*	1	-26	-3	3.9	10	8	27	3
CC(=O)NCCCc1nc2ccccc2n1Cc1ccc(C)cc1	0	-5	5	6	0.6	0	0	4	-1
Cn1c(C(=O)NCc2cccs2)cc2oc3ccccc3c21	0	4	5	-5	3.9	7	2	-3	6
Cc1cc(C)n2nc(SCc3cc(=O)oc4cc(O)ccc34)nc2n1	2	3	1	/	2.0	0	5	14	74*
CCOc1nc(SCCOc2ccc(Cl)cc2Cl)nc(N(C)C)n1	2	4	4	-1	0.5	-4	0	23	-7
COc1ccc(CNC(=O)C(c2ccc(O)cc2)N(Cc2ccco2)C(=O)c2snc(C(N)=O)c2N)cc1 (stereo not drawn)	1	4	1	1	0.9	4	5	0	-7
CCN(C(=O)CSc1nc2ccccc2n1CCc1ccccc1)C1CCS(=O)(=O)C1 (stereo not drawn)	1	-9	-1	-1	-0.2	0	-3	12	1
CCOC(=O)C1=C(C)C(c2ccc(OC)cc2OC)NC(=O)N1 (stereo not drawn)	5	1	-5	2	-0.8	-1	-5	-3	0
Cc1ccc(S(=O)(=O)N(C)C)cc1-n1c(SCC(=O)Nc2ccc(F)c(F)c2F)nc2ccccc2c1=O	-1	14	0	-3	2.9	0	1	1	30
O=c1c2ccccc2nc(-c2ccc(Br)cc2)n1Cc1ccccc1	0	1	6	2	1.0	4	3	3	6
CCCn1c(SCC(=O)NC(C)C)nc2sc3c(c2c1=O)CCC3	-4	-1	5	4	0.6	-1	7	-1	5
CCOc1ccccc1CNC(=O)c1ccc(NC(=O)C2=CSCCO2)cc1	-2	8	1	-3	0.0	-2	-5	-1	10
Cc1ccc(-c2nn(-c3ccccc3)cc2/C=N/n2c(-c3cccs3)n[nH]c2=S)cc1	-3	-5	9	/	2.8	2	2	3	21
O=C(NNC(=S)NC(=O)c1ccco1)c1ccc(NC(=O)c2ccccc2)cc1	-4	-9	-32	-1	2.3	2	5	-1	1
COc1ccccc1CNc1nc(SC)ncc1CO	-3	3	8	1	3.2	-2	-3	2	2
Cn1c(N)c(C(=O)CSc2nnnn2-c2ccccc2)c(=O)n(C)c1=O	1	-4	9	3	1.7	1	-2	1	-7
O=C(COC(=O)c1cnccn1)c1ccc2c(c1)CCCC2	2	2	1	9	-0.6	-27	3	0	1
O=C(CSc1ccc(-c2cccs2)nn1)N1CCCCC1	-1	5	-10	-8	0.5	-1	-1	17	4
The list continues.
SMILES	TPT1 inhibitor	procasp3 activ	procasp7 counter	PAFAH2 FP inh	PP5 inh	Fh CTSL1 inh	PP1 counter	AHR activator	HCV core dimer
CC(NC(=O)c1ccc(-c2cc(C(F)(F)F)ccc2Cl)o1)c1ccccc1 (stereo not drawn)	0	0	-5	2	0.8	3	1	12	1
O=C(O)CSc1nc(-c2ccccc2)nc2c1oc1ccccc12	-1	0	1	1	-0.5	2	0	18	14
CC(C)CCNC(=O)c1ccccc1NC(=O)C1=CSCCO1	-3	4	1	3	2.4	1	-3	5	-7
O=S(=O)(NCc1csc(-c2cccnc2)n1)c1ccc(F)cc1	1	2	13	7	-0.9	0	-4	11	-9
O=C(O)c1ccc(-c2ccccc2)[nH]1	1	-14	-8	2	-0.5	-7	-2	0	-3
CSCC[C@H](NC(=O)NCc1ccccc1F)C(=O)O	3	-1	-1	11	1.9	1	-1	4	-7
CCc1cccc(NS(=O)(=O)c2ccc3c(c2)NC(=O)CC(=O)N3)c1	-1	4	8	1	-1.6	0	7	2	-2
Cc1nc2ccccn2c1C(=O)N/N=C/c1ccc2c(c1)OCO2	5	-1	3	-1	-3.1	2	2	29	-5
NC(=O)c1ccc(NC(=O)Cc2csc(-c3ccccc3)n2)cc1	2	4	3	9	-1.4	-1	-6	17	5
CCc1ccc(NC(=O)CSc2nc3cc(C(=O)OC)ccc3c(=O)n2CC2CCCO2)cc1 (stereo not drawn)	-4	-7	-1	2	-0.2	-1	-1	-1	3
COc1cccc(-c2sc3ccccc3c2-c2ccc(OCCN(C)C)cc2)c1	/	3	5	-5	/	/	/	-1	/
Cc1cccc(NC(=O)CC2C(=O)NCCN2C(=S)Nc2ccccc2)c1 (stereo not drawn)	-1	-2	3	1	1.7	-1	-4	1	-1
COC(=O)c1ccc(C23CC4(C2)[C@H](CN(CC2CCCCC2)[C@@H]4c2ccccc2)C3c2ccc(Cl)nc2)cc1 (stereo partly drawn)	1	14	10	-4	0.8	7	8	3	-10
Cc1csc(Nc2ccccc2)[n+]1-c1ccccc1	3	-8	-3	10	0.4	2	2	3	0
Cc1cc(C(C)(C)C)cc(C)c1CCNC(=O)c1ccc[n+]([O-])c1	1	6	-5	2	4.4	-1	-3	1	-5
CCc1c(C)nc(SCC(=O)CC(=O)OC(C)C)c(C#N)c1C	3	-6	-9	1	4.4	-1	3	11	16
O=C(CSc1ccc(-c2ccccn2)nn1)NCc1ccc(F)cc1	1	2	-1	1	-0.8	7	2	3	4
CCC(=O)c1ccc(OCC(O)Cn2cnc3ccccc32)cc1 (stereo not drawn)	-1	-2	8	-4	2.1	-2	-5	17	0
COCc1c(C(=O)OCC(=O)N2c3ccccc3CC2C)oc2ccccc12 (stereo not drawn)	-3	-4	10	10	-0.5	5	-2	4	-2
Cc1c(C(=O)N2CCOCC2)sc(NC(=O)C(C)C)c1C#N	-1	4	5	0	0.6	2	-2	0	-2
CN(CCOCCOc1ccc2ccccc2c1)Cc1ccccc1	1	3	1	0	2.9	-4	2	6	0
Cc1ccc(S(=O)(=O)NCc2ccco2)cc1C	0	7	2	0	-0.6	2	-3	0	-3
O=C(COC(=O)c1ccco1)NCCc1ccc(Cl)cc1	/	-3	4	49*	-0.3	/	-7	0	/
O=C(Cc1cccs1)NNC(=S)NCc1ccco1	-1	-5	0	10	-0.7	0	-3	7	-5
Cc1ccsc1/C=C/c1ccc2cccc(O)c2n1	2	-2	14	-3	4.5	3	21*	94*	-3

In another format: results already given
CC(NC(=O)c1ccccc1Cl)C1CC2CCC1C2 (stereo not drawn)
  TPT1 inhibitor: 4	procasp3 activ: 3	procasp7 counter: 0	PAFAH2 FP inh: 2	PP5 inh: 0.1	Fh CTSL1 inh: 1	PP1 counter: 2	AHR activator: 0	HCV core dimer: -14
O=C(CSc1ccc(-c2ccccn2)nn1)NCc1ccc(F)cc1
  TPT1 inhibitor: 1	procasp3 activ: 2	procasp7 counter: -1	PAFAH2 FP inh: 1	PP5 inh: -0.8	Fh CTSL1 inh: 7	PP1 counter: 2	AHR activator: 3	HCV core dimer: 4

3 compounds out of the list above, ordered by the number in PAFAH2 FP inh, rising:
| compound | PAFAH2 FP inh |
| --- | --- |
| Cc1c(C(=O)N2CCOCC2)sc(NC(=O)C(C)C)c1C#N | 0 |
| O=C(CSc1ccc(-c2ccccn2)nn1)NCc1ccc(F)cc1 | 1 |
| O=C(Cc1cccs1)NNC(=S)NCc1ccco1 | 10 |

(cont.)
SMILES	TPT1 inhibitor	procasp3 activ	procasp7 counter	PAFAH2 FP inh	PP5 inh	Fh CTSL1 inh	PP1 counter	AHR activator	HCV core dimer
Cc1onc(-c2ccccc2Cl)c1C(O)c1ccc(F)cc1 (stereo not drawn)	-4	-3	-5	0	3.9	-7	2	18	-10
O=C(NCCCn1ccnc1)/C(=C\c1cccs1)NC(=O)c1ccccc1	0	-1	-13	-1	2.2	-4	-9	2	-4
O=C1CN(C(=O)COC(=O)Cc2ccsc2)c2ccccc2N1	-6	-2	-4	-1	0.3	-17	-1	1	-10
Cc1nc2sccn2c(=O)c1S(=O)(=O)Nc1ccc(N2CCN(C)CC2)cc1	3	-3	9	-5	2.7	-6	0	4	-9
Cc1ccc(-c2cn3c(n2)CCCC3)cc1	-1	6	-12	-1	1.0	-1	0	1	4
Cc1cc(Br)ccc1S(=O)(=O)NCc1ccccc1	1	-3	0	-3	4.4	4	1	-2	15
COc1ccc(-c2cc(=O)oc3c(C)c(OC(C)C(=O)NCc4ccccn4)ccc23)cc1 (stereo not drawn)	-3	14	13	-4	1.4	1	-1	-1	0
Cc1nn(-c2ccccc2)c(C)c1C(=O)OCC(=O)N(C)c1c(N)n(Cc2ccccc2)c(=O)[nH]c1=O	4	-1	4	3	-0.8	-3	-5	3	-2
CN(Cc1ccccc1F)C(=O)c1ccccc1Sc1ccccc1C#N	0	-1	4	3	3.6	6	1	9	9
O=C(NCc1nnc(SCC(=O)N2CCCC2)o1)c1ccc(F)cc1	4	0	-1	-9	0.9	-1	-1	-1	-8
FC(F)c1nnc2c(Cl)cc(C(F)(F)F)cn12	-3	4	1	-4	-0.7	4	8	3	0
Cc1nn(C)c(C)c1/C=C/C(=O)O	0	-3	8	3	0.1	-2	-2	3	-4
O=S(=O)(c1ccc(Cl)c(C(F)(F)F)c1)N1CCN(CC(O)COc2ccccc2F)CC1 (stereo not drawn)	-3	6	-4	4	5.1	3	3	1	1
Cn1c(N)c(C(=O)COC(=O)CCOc2ccc(C(C)(C)C)cc2)c(=O)n(C)c1=O	-1	3	14	0	5.5	-2	0	-1	9
O=C(NN1C(=O)C2C3C=CC([C@H]4CC34)[C@@H]2C1=O)c1ccc(Br)cc1 (stereo partly drawn)	0	-3	2	2	-0.5	1	-1	-1	-7
N#Cc1ccc(OCC(=O)NCCN2CCOCC2)cc1	/	1	-4	8	-2.7	/	1	0	/
CCC(=O)N(Cc1cc(=O)[nH]c2ccccc12)c1ccc(C)cc1C	-2	0	3	7	-0.8	-3	1	9	4

Assay outcomes from PubChem.

Compounds were not picked by outcome. About 5.6% of those tested had a hit in this group.
